# From PubChem BioAssay
# USP2a block: inhibitors of human ubiquitin-specific protease USP2a; O75604; USP2 core, Ub-CHOP2 coupled fluorogenic reporter, 485/531; Potency, µM (titrated, usually from 38.3 µM), inactives show top-dose activity change, negative = inhibition, actives largely listed as inhibitors; actives 0.01% (n = 330,000); AID 463254;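 note: potency is the fitted concentration of half-maximal effect; plate controls were DMSO wells for no effect and full inhibition by NEM control for full effect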
# Target sequence (O75604 whole entry, looked up): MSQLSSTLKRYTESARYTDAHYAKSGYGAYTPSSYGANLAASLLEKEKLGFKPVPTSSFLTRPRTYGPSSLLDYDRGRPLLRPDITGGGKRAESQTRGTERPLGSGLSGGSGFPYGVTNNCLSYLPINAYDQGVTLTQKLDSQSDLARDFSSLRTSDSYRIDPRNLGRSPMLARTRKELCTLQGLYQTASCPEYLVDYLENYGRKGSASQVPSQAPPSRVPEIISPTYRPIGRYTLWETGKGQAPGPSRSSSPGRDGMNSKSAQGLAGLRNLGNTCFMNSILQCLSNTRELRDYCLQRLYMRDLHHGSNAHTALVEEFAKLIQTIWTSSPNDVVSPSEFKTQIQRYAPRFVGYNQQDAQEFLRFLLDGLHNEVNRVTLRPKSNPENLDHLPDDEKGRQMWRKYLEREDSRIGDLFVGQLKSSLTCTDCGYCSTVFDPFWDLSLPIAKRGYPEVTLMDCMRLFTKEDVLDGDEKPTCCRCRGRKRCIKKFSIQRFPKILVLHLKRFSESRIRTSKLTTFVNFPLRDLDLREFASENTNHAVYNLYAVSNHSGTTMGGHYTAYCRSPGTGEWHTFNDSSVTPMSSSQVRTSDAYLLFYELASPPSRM
#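 USP2 core (10nM final) preincubated 30min RT with compound in 20mM Tris-HCl pH 8.0, 2mM CaCl2, 2mM beta-mercaptoethanol, 0.05% CHAPS; 25nM Ub-CHOP2 plus 25nM reporter substrate added, fluorescence (Ex485/Em531) read after 60min.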
# GALK inh: galactokinase (human) inhibition. Purified GALK, Kinase-Glo residual ATP luminescence. actives 0.007% (n = 270,000). Potency, µM (highest dose often 57.5 µM), for inactives: at the highest dose activity change, negative = inhibition, usual class: inhibitors. AID 1868. P51570; note: potency is the fitted concentration of half-maximal effect
#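 GALK at 5 nM final was combined with compound, 35 uM ATP and 100 uM galactose in HEPES pH8.0 with MgCl2 and DTT. The reaction ran one hour at room temperature before luminescent ATP detection.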
# uPA generation: blocks generation of uPA at the cell surface; Potency, µM (doses to about 38.3 µM), for inactives: at the highest dose activity change, negative = inhibition, usual class: inhibitors; actives 0.31% (n = 330,000); cell surface uPA generation assay, qHTS; active = well fitted inhibition curve with a large enough effect; inconclusive = small, poorly fitted or top-dose-only effect; inactive = no such curve, though single readings can be large or run the other way; tested in mouse RAW 264.7 cells; note: potency is the fitted concentration of half-maximal effect; nearly all actives have a fitted effect of over 55% in size
# KCNH2 3.1 block: KCNH2 3.1 (human) potassium channel inhibition; activity change, % (tested at about 1.8 µM); U2OS KCNH2 3.1, thallium flux FluxOr; stronger effect = lower value; actives 0.95% (n = 340,000);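 active = maximum activity change below -70%; inconclusive = maximum activity change from -70% to -50%; inactive = maximum activity change above -50%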;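 note: thallium influx rate constant from kinetic fluorescence after stimulation buffer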
#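 FluxOr-based Tl+ influx in U2OS cells transduced with KCNH2 3.1 virus; rate constants normalized to DMSO controls.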
# Eya2 phos inh: blocks the phosphatase activity of human Eya2; O00167; recombinant Eya2, OMFP fluorescence dephosphorylation (OMFP is methylfluorescein phosphate); Potency, µM (series often up to 76.9 µM), for the others: at the highest dose activity, negative = inhibition, usual class: inhibitors; actives 0.006% (n = 330,000); AID 488837; note: potency is the fitted concentration of half-maximal effect
#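 Eya2 (0.2 uM) preincubated 10 min at ambient with compound, then OMFP substrate added at 50 uM; 10 min reaction in 50 mM HEPES pH 7.5, 50 mM NaCl, 5 uM MgCl2, 0.05% BSA, 1 mM DTT. Fluorescence read at Ex 485/Em 525 nm.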
# B2AR arrestin: recruits beta-arrestin to the human beta2-adrenergic receptor | beta-arrestin recruitment to beta2AR, cell-based reporter | actives 0.02% (n = 330,000) | P07550 | Potency, µM (top dose mostly 46.1 µM), for inactives: top-dose activation, most hits filed as activators;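 note: potency is the fitted concentration of half-maximal effect; 0% = DMSO controls and full agonism = EC100 isoproterenol or metaproterenol; nearly all actives have a fitted effect of over 65% in size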
# Target sequence (P07550 whole entry, looked up): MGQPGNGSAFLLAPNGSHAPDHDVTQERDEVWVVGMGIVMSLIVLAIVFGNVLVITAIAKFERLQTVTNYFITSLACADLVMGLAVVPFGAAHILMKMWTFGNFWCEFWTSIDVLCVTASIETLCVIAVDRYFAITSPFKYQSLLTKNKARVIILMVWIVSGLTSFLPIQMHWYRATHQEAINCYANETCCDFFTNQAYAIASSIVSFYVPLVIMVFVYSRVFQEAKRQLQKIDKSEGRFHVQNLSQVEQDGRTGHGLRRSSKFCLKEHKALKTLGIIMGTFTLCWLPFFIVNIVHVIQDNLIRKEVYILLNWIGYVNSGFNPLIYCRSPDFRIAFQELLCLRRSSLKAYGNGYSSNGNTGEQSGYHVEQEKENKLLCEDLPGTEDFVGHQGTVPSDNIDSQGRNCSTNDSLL
# Giardia killer: Giardia lamblia killing; Giardia lamblia trophozoite viability; activity change, % at 7.66 µM, hits read low; actives 0.15% (n = 340,000); AID 540267; in the data active = activity change below about -80%; inconclusive = between about -30% and that limit;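 note: parasites exposed to compound for two days anaerobically before the ATP read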
#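 Viability, read as ATP luminescence: trophozoites at 100 cells/well, compound added, 48 hrs anaerobic at 37 deg C, then 15-30 min room-temperature development before reading.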
# hERG WT inh: blocks the wildtype human KCNH2 potassium channel; actives 0.37% (n = 340,000); Q12809; activity change, % at 1.84 µM; U2OS, BacMam KCNH2, thallium flux FluxOr; stronger effect = lower value;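 active = maximum activity change below -70%; inconclusive = maximum activity change between -70% and -50%; inactive = maximum activity change above -50%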
#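 U2OS cells were transduced with wild-type KCNH2 virus (2.03 x 10^8 / mL) for 4 h at room temperature, then cultured overnight at 37 C. Thallium flux was read with FluxOr dye. Rate constants were normalized to DMSO controls.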
# PKM2 activator: activators of human pyruvate kinase M2; actives 0.34% (n = 260,000); P14618; Potency, µM (titrated, usually from 57.5 µM), for the others: at the top dose activation, usual class: activators; purified PKM2, Kinase-Glo ATP luminescence, activation; response scale: 0% is enzyme alone, no compound; note: potency is the fitted concentration of half-maximal effect; nearly all actives have a fitted effect of over 55% in size
#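 Purified hPK-M2 (>95% pure) converted ADP (0.1 mM final) to ATP with 0.5 mM PEP in 50 mM imidazole pH7.2, KCl, MgCl2, Tween 20, BSA; 1 h at room temperature. ATP detected by Kinase-Glo luminescence.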
# Chronic BCR inh: blocks chronic active B-cell receptor signaling. ABC-DLBCL IkBa-CBG/CBR reporter, luminescence ratio, 4 h. actives 0.05% (n = 340,000). Potency, µM (highest dose often 46.1 µM), inactives show at the top dose ratio change, negative = lower green/red ratio, most hits filed as inhibitors; active = well fitted inhibition curve with a large enough effect in the signal ratio, with a control signal flat, not every such curve was filed as active; inconclusive = small, poorly fitted or top-dose-only effect, or effect the other way, or a change in a side signal; the % refers to the signal ratio;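 note: potency is the fitted concentration of half-maximal effect; plate controls were basal doxycycline-induced cells for no effect and cells given 10 µM MG132 for full effect; MG132 reads +100%, hits lower the ratio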
#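 TMD8 human ABC-DLBCL cells with doxycycline-inducible IκBα–green luciferase fusion and unfused red luciferase, in 0.5% FBS medium; compounds up to 46 uM, 4 h at 37C. Green/red luminescence ratio, filter-overlap corrected, fitted to concentration-response curves.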
# Coupling enz: inhibits coupling enzyme system, counter-screen for aldolase hits. activity change, negative = inhibition, % at 58.2 µM, hits read low. AID 2472. actives 0.67% (n = 290,000). coupling enzyme system counterscreen, AmpLite Red fluorescence; in the data active = activity change below about -30%
#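 Compounds tested against the coupling enzymes alone at 57.5 uM final; readout was AmpLite Red fluorescence (525/598 nm) after 20 min at RT.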
# Active calls of the source: *; ? = inconclusive; / = not tested or not shown; & = joins results of further samples. Unless noted, calls come from the whole dose curve; as a rule, active = well fitted curve in the direction sought with a large enough effect; inconclusive = small, poorly fitted or top-dose-only effect, or another doubt; inactive = no such curve, though single readings can be large; an effect the other way counts as inactive or inconclusive. Unless noted, % is set by controls: 0 for no effect and ±100 for the full control effect. Compounds were not picked by outcome; overall some 2.4% were active at least once.
SMILES,USP2a block,GALK inh,uPA generation,KCNH2 3.1 block,Eya2 phos inh,B2AR arrestin,Giardia killer,hERG WT inh,PKM2 activator,Chronic BCR inh,Coupling enz
Cn1c(O)c(N=NC(=O)CNC(=O)c2ccco2)c2ccccc21,-5%,0%,15%,0,1%,-0.1%,-12,2,22%,12%,5
O=C(NCCSCc1ccccc1)c1ccc(F)cc1,1%,0%,-8%,-25,-1%,-2.3%,-2,-1,-16%,3%,-1
COc1cc(/C=N/Nc2ccc(Cl)c(C(=O)O)c2)ccc1OC(=O)c1cccs1,-8%,9%,22%,-17,-2%,-0.2%,10,2,-2%,?,9
CCOC(=O)C1CCCCN1C(=O)CCn1nnnc1CN1CCOCC1 (configuration not stated),-3%,5%,-10%,5,8%,-1.1%,-10,15,0%,-24%,3
CO/N=C/c1c(C(=O)OC)nn(-c2ccccc2)c1Cl,12%,-2%,-17%,15,3%,-0.6%,-4,/,-3%,-2%,3
CN(/N=C/c1ccc2c(c1)OCO2)c1ccccc1,-4%,0%,4%,-1,-9%,-0.4%,-19,-2,-20%,?,-2
O=C1c2ccccc2C(Nc2ccc(S(=O)(=O)N3CCCCCC3)cc2)N1c1ccccn1 (configuration not stated),-8%,3%,-17%,-11,-16%,-0.1%,-21,14,8%,-1%,0
COc1cc(C(=O)NNC2=NC(C)(C)Cc3cc(C)c(C)cc32)cc(OC)c1OC,0%,0%,10%,18,-13%,-0.5%,1,3,1%,-7%,0
O=S1(=O)CC(O)C(NCc2ccco2)C1 (configuration not stated),-1%,-4%,3%,8,12%,-0.5%,-18,4,-4%,0%,2
CC1(C)O[C@@H]2[C@H](O1)[C@@H](COS(=O)(=O)O)O[C@H]2n1c(=S)[nH]c2c(=O)[nH]c(N)nc21,1%,/,10%,-2,2%,0.3%,13,-5,/,0%,/
COc1ccccc1CN(C)C(=O)c1cccc(S(=O)(=O)N2CCc3ccccc3C2)c1,1%,/,-3%,-18,8%,-4.1%,-10,13,/,0%,/
COc1ccc(-c2nc(N)ncc2-c2csc(C)n2)c(O)c1,1%,1%,-9%,9,3%,0.4%,12,33,-6%,?,1
O=[N+]([O-])c1ccccc1OCC(O)CN1CCN(CC(O)COc2ccccc2[N+](=O)[O-])CC1 (configuration not stated),-5%,6%,10%,-18,-18%,-0.8%,-8,53,-1%,-11%,-2
CCN1C(=O)/C(=C2\C=Cc3cc(C)ccc3N2CC)OC1=S,0%,2%,0%,-3,-7%,0.3%,4,10,-2%,3%,2
CCc1ccc(N2CC(C(=O)Nc3nnc(CC)s3)CC2=O)cc1 (configuration not stated),0%,-1%,-1%,-41,21%,0.4%,-15,9,-1%,-12%,6
CC1=NN(C(=O)c2nn(C)cc2Br)C(O)(C(F)(F)F)C1 (configuration not stated),4%,/,0%,2,0%,-0.4%,-23,-3,-8%,?,0
Cc1c(C(=O)N(Cc2cccc(Br)c2)C2CCS(=O)(=O)C2)oc2ccccc12 (configuration not stated),-1%,3%,10%,0,-3%,0.3%,-1,-1,/,?,/
C=CCOc1c(Br)cc(/C=C(\C#N)C(N)=O)cc1OC,-3%,/,10%,-23,5%,0.6%,-13,0,?,?,-2
Cc1cc(Nc2c(C)cccc2C)n2nc(C)nc2n1,0%,3%,-3%,-25,8%,0.0%,-5,-2,1%,?,1
O=C(NCc1csc(-c2cccs2)n1)Nc1ccc(F)cc1F,0%,/,14%,13,?,-0.1%,3,-4,0%,8%,0
CCOc1cccc(C(=O)NC(=S)Nc2cccc(C)c2)c1,1%,0%,-7%,-14,0%,-0.1%,4,7,-1%,?,2
CCCCCCN(C(=O)CCCCCN1C(=O)NC(c2ccc(C(C)(C)C)cc2)C(C(=O)OCc2ccccc2)=C1C)C(C(=O)NCCCC)c1ccc(OCC(=O)OC)c(C(=O)OC)c1 (configuration not stated),-1%,3%,/,/,-18%,-0.4%,/,/,-2%&9%,-10%,-1&-5
CCOC(=O)N1CCN(C(=S)Nc2ccc(C)cc2)CC1,-1%,2%,-5%,12,-8%,-1.0%,-16,2,8%,-1%,1
COCCCNCCOCCOc1ccccc1-c1ccccc1,4%,1%,3%,0,-9%,-1.0%,11,-10,1%,2%,-1
CC(C)OC(=O)c1ccc(N2CCN(c3ccc(F)cc3)CC2)nc1,2%,5%,2%,-21,3%,0.4%,-16,0,/,?,1
O=C(O)[C@H]1CCCN1C(=O)c1ccccc1N1C(=O)[C@@H]2Cc3c([nH]c4ccccc34)C(c3cccc(Cl)c3)N2C1=O (some centres not stated),-2%,/,4%,7,-3%,-0.8%,-11,-6,0%,4%,-1
Cc1cc(CNC(=O)CC2C(=O)NCCN2CC(c2ccccc2)c2ccccc2)on1 (configuration not stated),0%,2%,6%,-6,4%,4.0%,-1,9,-5%,9%,-7
Cn1cc(S(=O)(=O)N2CCCC2)cc1C(=O)NCc1ccc(F)cc1,0%,/,14%,25,8%,0.5%,-15,0,4%,-9%,0
CC(=O)Nc1cccc(NC(=O)CSc2nnnn2C(C)C)c1,-1%,1%,3%,-22,1%,-0.1%,6,12,-2%,-1%,0
CSCC[C@H](NC(=O)N1CCn2c1nc1ccccc12)C(=O)N1CCCCC1,0%,14%,0%,-15,-3%,-0.1%,-9,7,-1%,-1%,1
CN(C)c1nc(N)nc(-c2nc3ccccc3s2)n1,0%,2%,-14%,-2,4%,-0.5%,-29,7,2%,16%,0
Cc1cc(NC(=O)C(=O)NCCN2CCN(C(=O)c3cccs3)CC2)ccc1Br,0%,-6%,-1%,-10,5%,0.3%,2,6,1%,-4%,3
CCNC(=S)SCCOc1ccccc1C,-10%,0%,-7%,-5,-3%,0.1%,-4,1,?,-2%,-1
O=C(CCN1CCN(c2ccccc2)CC1)Nc1ccccc1,-1%,-2%,5%,3,4%,-0.1%,22,17,4%,0%,1
Cn1c(=O)[nH]c(=O)c2c1nc(CN1CCN(c3ccccc3F)CC1)n2CC(N)=O,2%,1%,5%,7,-6%,0.2%,-8,-5,0%,2%,-1
COc1ccc(C2(C)NC(=O)N(CC(=O)Nc3ccc(C)cc3Br)C2=O)cc1OC (configuration not stated),-1%,-1%,-7%,4,-22%,-1.3%,14,2,-1%,-18%,2
CN(C)S(=O)(=O)c1cccc(C(=O)Nc2cc3c(cc2C(=O)O)OCCCO3)c1,0%,/,?,-25,7%,-1.0%,-9,-3,/,-6%,1
CCCc1nc2nc(C)c(NS(=O)(=O)c3ccc([N+](=O)[O-])cc3)c(=O)n2[nH]1,0%,0%,3%,-5,-5%,0.0%,-2,0,0%,-14%,-3
NC(=O)c1ccc(-n2nnnc2SCc2ccccc2)cc1,1%,-4%,-4%,-8,-3%,-0.1%,-9,-6,8%,0%,4
O=C(c1cc2ccccc2o1)N1CCC(N2CCC(C(=O)N3CCCC3)CC2)CC1,-1%,6%,2%,-2,2%,-0.4%,-18,14,0%,-1%,2
CCC(C)OC(=O)c1[nH]c2c(c1C)C(=O)CC(c1ccc(N(C)C)cc1)C2 (configuration not stated),-1%,0%,10µM*,5,-30%,-0.6%,-19,-4,?,5%,-9
COC(=O)C1=C(CSc2nncn2C)NC(=O)NC1c1cc(C)ccc1C (configuration not stated),-1%,0%,11%,1,-2%,-0.1%,-16,-4,7%,0%,0
COc1cccc(N2CCN(C(=O)c3ccc(N4C(=O)NC5CC4(C)Oc4ccccc45)cc3)CC2)c1 (configuration not stated),4%,-5%,-14%,3,?,0.2%,2,12,0%,-2%,-1
COc1ccc(-c2cc(C(F)(F)F)c(C#N)c(SCC(=O)Nc3ccc(C)cc3)n2)cc1,3%,0%,0%,5,-17%,-0.2%,-8,-5,-19%,?,-5
Cc1ccc(CNC(=O)CSc2c3c(nc4ccc(Cl)cc24)CCCC3)o1,0%,0%,-4%,-12,4%,-0.9%,-8,-10,28%,?,1
O=C(CSc1nnnn1-c1ccc(Cl)cc1)Nc1cccnc1Cl,0%,1%,3%,-13,3%,-1.4%,6,1,-10%,-3%,0
O=S(=O)(NCCc1cn2ccccc2n1)c1cccs1,2%,3%,1%,1,14%,0.1%,-15,1,-6%,0%,1
CN(CC(=O)Nc1ccccc1Cl)C(=O)CN1C(=O)C2CCCCC2C1=O (configuration not stated),0%,/,2%,8,7%,-0.2%,7,-16,/,1%,/
CCc1ccc(CN(C)C(=O)c2cc(S(=O)(=O)N3CCN(CC)CC3)ccc2Cl)cc1,-1%,/,-5%,-21,-21%,-0.1%,-24,5,/,3%,/

# Entries of single compounds from above. Order of screens: USP2a block | GALK inh | uPA generation | KCNH2 3.1 block | Eya2 phos inh | B2AR arrestin | Giardia killer | hERG WT inh | PKM2 activator | Chronic BCR inh | Coupling enz
# `O=C(c1cc2ccccc2o1)N1CCC(N2CCC(C(=O)N3CCCC3)CC2)CC1` as listed: -1% | 6% | 2% | -2 | 2% | -0.4% | -18 | 14 | 0% | -1% | 2
# `CCC(C)OC(=O)c1[nH]c2c(c1C)C(=O)CC(c1ccc(N(C)C)cc1)C2` (configuration not stated) as listed: -1% | 0% | 10µM* | 5 | -30% | -0.6% | -19 | -4 | ? | 5% | -9
